Screening data (PubChem BioAssay)
Cneo AK release = causes C. neoformans cell lysis; adenylate kinase release luminescence, 4 h; normalised: neutral wells 0, clomiphene wells 100; lysis activity, % at 15 µM; 360,000 compounds, 0.2% hits; AID 651654;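 active means mean lysis activity across replicates of at least 80%, whatever share of replicates individually reach that level; inactive means mean lysis activity below 80%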
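Assay system: log-phase C. neoformans yeast / Quantity: yeast cell density of 5 × 10^6 cells/mL / Medium: fresh YPD growth medium / Compound: single dose / Timing: static 4 h at 37 °C with compound, 1 h detection / Measured by: adenylate kinase release luminescence / Read-out: lysis from increased AK signal / Benchmarks: Clomiphene as positive lysis control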
SIRT5 inh = blocks human SIRT5 desuccinylation of peptide | Purified SirT5, succinyl-peptide AMC, trypsin-coupled fluorescence | inhibition, % at 15 µM | 330,000 compounds, 1.1% hits | AID 652115; in the data active means inhibition above about 15%; inconclusive means no clear call, values can overlap the other calls
Target sequence (Q9NXA8 whole entry, looked up): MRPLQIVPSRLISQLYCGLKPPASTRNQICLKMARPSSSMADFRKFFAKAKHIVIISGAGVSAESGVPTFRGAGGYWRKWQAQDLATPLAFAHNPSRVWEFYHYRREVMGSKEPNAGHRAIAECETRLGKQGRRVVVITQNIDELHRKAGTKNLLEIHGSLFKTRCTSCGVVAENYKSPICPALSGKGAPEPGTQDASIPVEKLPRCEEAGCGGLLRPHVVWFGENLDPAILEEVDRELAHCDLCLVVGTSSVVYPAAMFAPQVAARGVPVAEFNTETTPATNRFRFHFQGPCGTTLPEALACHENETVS
C2C12 statin = protects C2C12 myotubes from simvastatin toxicity; ATP luminescence, 48 h; scaled: DMSO 0, geranylgeraniol control 100; rescue of ATP level, % at 7.49 µM; 330,000 compounds, 0.78% hits;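 active means mean ATP rescue above about 67%, or every replicate alone reaching that limit, limit read from the data, passing the limit was not always enough; inconclusive means no clear call, values can overlap the other calls; inactive means mean under the limit and some replicate under it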;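 further: myotubes were challenged with 10 µM simvastatin during compound exposure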
ERp5 inh = ERp5 (human) disulfide isomerase inhibition | 350,000 compounds, 0.05% hits | ERp5 insulin aggregation, absorbance 650 nm, 90 min | inhibition, % at 9.99 µM | Q15084;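 active means mean replicate inhibition above about 25%, with every replicate also reaching it, limit read from the data, passing the limit was not always enough; inconclusive means only one of those two criteria met; inactive means neither criterion met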
Target sequence (Q15084 whole entry, looked up): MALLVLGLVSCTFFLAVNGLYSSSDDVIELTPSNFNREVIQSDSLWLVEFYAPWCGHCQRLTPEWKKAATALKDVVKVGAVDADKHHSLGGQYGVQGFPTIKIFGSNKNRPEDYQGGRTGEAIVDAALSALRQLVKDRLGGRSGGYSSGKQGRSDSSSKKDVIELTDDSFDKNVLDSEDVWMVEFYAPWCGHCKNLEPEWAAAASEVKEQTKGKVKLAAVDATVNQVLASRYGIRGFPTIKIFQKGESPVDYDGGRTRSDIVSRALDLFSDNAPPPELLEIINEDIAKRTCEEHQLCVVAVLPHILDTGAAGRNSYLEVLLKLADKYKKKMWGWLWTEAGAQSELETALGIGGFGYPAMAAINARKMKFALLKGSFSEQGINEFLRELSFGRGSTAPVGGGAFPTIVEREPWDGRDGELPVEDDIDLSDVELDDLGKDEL
miR-122 sensor = blocks miR-122 activity in Huh7 sensor cells. Huh7 miR-122 Renilla luciferase sensor, 48 h; neutral wells = 0, positive control = 100. activation (reporter increase), % at 12.5 µM. 340,000 compounds, 0.3% hits. AID 602342;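 active means mean replicate activation score at least 90 and every replicate individually at or above 90; inconclusive means only one of the two criteria met; inactive means neither criterion met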;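 further: higher luciferase means less miR-122 activity so hits act as miR-122 inhibitors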
ARNT TACC3 PPI = ARNT/TACC3 interaction disruption; AlphaScreen His-ARNT PAS-B/GST-TACC3 binding, luminescence; TACC3 fragment carries E629A point mutation; inhibition, % at 9.99 µM; 390,000 compounds, 0.66% hits;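 active means mean inhibition of replicates at least 50% and at least half of replicates each reaching 50%; inconclusive means half or more replicates reach 50% but mean below 50%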;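 further: 0% = complete ARNT plus TACC3 wells and 100% = ARNT alone without TACC3; many hits fall short of the cut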
esBAF inh = SWI/SNF esBAF complex inhibition; AID 602393; 350,000 compounds, 2% hits; reporter increase, % at 12.5 µM; mouse ES cells, Bmi1-luciferase knock-in reporter, 24 h; 100% = twice the neutral-well signal; in the data active means activation above about 40%; inconclusive means no clear call, values can overlap the other calls;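 further: 0% = median of the plate's neutral control wells and 100% = double that signal; a rise in the Bmi1 reporter signal indicates esBAF inhibition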
Starred values were filed as active, the others as inactive; ? = inconclusive; nt = not tested or not shown; [ ] = dose if it differs, or a comment. Rows are unselected (roughly 4% active in at least one column).

SMILES	Cneo AK release	SIRT5 inh	C2C12 statin	ERp5 inh	miR-122 sensor	ARNT TACC3 PPI	esBAF inh
CCOC(=O)N1CCN(C(=O)/C(=C/c2ccc(OC)cc2)NC(=O)c2ccccc2)CC1	-1	nt	nt	nt	0	-3	-9
C[C@@H]1CN([C@@H](C)CO)C(=O)Cc2cc(NC(=O)Nc3ccccc3)ccc2O[C@H]1CN(C)Cc1ccc(C(F)(F)F)cc1	1	0	16	1	-12[16.7 µM]	5	-1
CCCCCCOc1ccc(/C(C)=N/NC2=NCCN2)cc1	-5	-11	3	3	-65	17	-10
O=c1c2oc3nc4c(cc3c2ncn1CCCc1ccccc1)CCCC4	nt	-2	nt	2	nt	0	nt
C[C@@H]1CCCCO[C@@H](CN(C)S(C)(=O)=O)[C@@H](C)CN([C@@H](C)CO)C(=O)c2cc(NC(=O)CCC(F)(F)F)ccc2O1	-2	4	12	1	3[16.7 µM]	2	-1
CCOC(=O)c1nnc2cc(C)nn2c1C	-3	-1	nt	2	3	nt	nt
COc1cc(Cl)ccc1NC(=S)N(CCN(C)C)C(C)c1ccncc1 (configuration not stated)	0	-1	-2	2	-5	-3	-10
Cc1ccc(Cn2ccc(NC(=O)c3cc(-c4ccc(Br)cc4)on3)n2)cc1	-1	-5	-23	4	-4	19	-11
Cc1ccc(CN2CCCN(Cc3c(C)cc(C)cc3C)S2(=O)=O)cc1	-3	0	29	2	-8	-2	2
CCC(NC(=O)C1CCC1)c1ccc(C)cc1 (configuration not stated)	-3	nt	-9	nt	2	-4	-6
O=C(c1cc(C(=O)N2CCN(c3ccc(F)cc3)CC2)cc([N+](=O)[O-])c1)N1CCN(c2ccc(F)cc2)CC1	0	1	3	-1	nt	-2	0
O=C(Nc1ccc2nc(-c3cccs3)c(-c3cccs3)nc2c1)N1CCOCC1	-7	nt	7	nt	-7	6	5
COc1ccc(NC(=O)Nc2cccc(C(F)(F)F)c2)cn1	3	0	-7	1	4	-3	-1
CC(Sc1nnnn1-c1ccccc1)C(=O)Nc1ccc(N2CCN(C)CC2)cc1 (configuration not stated)	-2	5	-7	2	-3	0	4
COc1ccc(Cc2nc3ccccc3n2CC(=O)N/N=C/c2ccccc2)cc1OC	nt	0	nt	3	nt	-1	nt
CCC(C)Oc1cccc(OCCCCN2C(=O)NC(C)(C)C2=O)c1 (configuration not stated)	-6	nt	-20	nt	-3	-7	0
CN1CCN(C(=O)CCN2C(=O)/C(=C\c3ccc(Cl)cc3Cl)SC2=S)CC1	0	1	3	5	-6	16	3
COc1ccc(NC(=O)CN2CCC(C(=O)c3ccc(C)cc3)CC2)c(OC)c1	2	1	7	1	-7	11	15
COc1ccc(N2CCN(S(=O)(=O)c3ccc4oc(=O)ccc4c3)CC2)cc1	4	-3	15	2	2	-3	8
Cc1cccc(N2CCN(C(=O)C3CCC(CNS(=O)(=O)c4cccs4)CC3)CC2)c1C (configuration not stated)	-1	2	-45	-1	-5	nt	-7
C#CCOCCOCCOCCNc1nc(N2CCN(C(=O)[C@H](CCCN=C(N)N)n3cc(C(N)[C@H](C)CC)nn3)CC2)nc(N2CCN(C(=O)[C@H](CCCN=C(N)N)n3cc(C(N)[C@@H](C)CC)nn3)CC2)n1 (some centres not stated)	2	nt	6	nt	nt	15	0
O=C(Nc1cccc(Cl)c1)Nc1csc([N+](=O)[O-])c1	-4	-4	-18	0	-22	3	19
COc1ccc(OC)c(/C=C/C(=O)c2ccc(Cl)cc2)c1	2	nt	13	nt	-2	1	3
CCCCc1cc(=O)oc2cc(C)cc(OCC(=O)N[C@@H](CSCc3ccccc3)C(=O)O)c12	1	nt	4	3	-7	0	6
CCOC(=O)C1CCCN(C(=O)COc2ccc(N(C)S(=O)(=O)c3ccc(C)cc3)cc2)C1 (configuration not stated)	-4	0	3	-3	-3	2	-4
O=C(NCc1ccc(Cl)nc1)c1ccc2nc([C@@H]3O[C@H](CO)[C@H](O)[C@H](O)[C@H]3O)[nH]c2c1	0	nt	-3	6	7	nt	0
C[C@@H]1CN([C@@H](C)CO)C(=O)c2cc(-c3ccncc3)cnc2O[C@H]1CN(C)C(=O)NC1CCCC1	-1	-3	-2	-6	nt	4	0
O=C(OCc1nc2ccsc2c(=O)[nH]1)c1ccc(Cl)nc1	1	-1	3	0	-2	-3	-1
Cc1c(NC(=O)CN2C(=O)NC3(CCC(C)CC3)C2=O)c(=O)n(-c2ccccc2)n1C (configuration not stated)	nt	-2	nt	-2	nt	5	nt
Cc1ccc(S(=O)(=O)N(C)C[C@H]2OCCCC[C@H](C)Oc3ccc(NC(=O)c4ccccc4)cc3C(=O)N([C@H](C)CO)C[C@@H]2C)cc1	9	8	nt	0	-6[16.7 µM]	4	-2

Whole records as entered above.
Entry for O=C(OCc1nc2ccsc2c(=O)[nH]1)c1ccc(Cl)nc1 : Cneo AK release: 1; SIRT5 inh: -1; C2C12 statin: 3; ERp5 inh: 0; miR-122 sensor: -2; ARNT TACC3 PPI: -3; esBAF inh: -1
Entry for COc1ccc(NC(=O)Nc2cccc(C(F)(F)F)c2)cn1 : Cneo AK release: 3; SIRT5 inh: 0; C2C12 statin: -7; ERp5 inh: 1; miR-122 sensor: 4; ARNT TACC3 PPI: -3; esBAF inh: -1

Next section:
SMILES	Cneo AK release	SIRT5 inh	C2C12 statin	ERp5 inh	miR-122 sensor	ARNT TACC3 PPI	esBAF inh
Cc1nc2ccccc2c(=O)n1NCc1cccs1	1	nt	23	nt	5	31	-4
CCNC(=O)C[C@H]1CC[C@H]2[C@H](COc3ccc(NC(=O)Nc4c(C)noc4C)cc3C(=O)N2C)O1	-2	-3	-3	-6	6[16.7 µM]	-16	-2
CCOc1ccc(NS(=O)(=O)c2cc(NC(=O)CCNC(=O)c3ccco3)ccc2OC)cc1	-8	-2	-4	-6	nt	nt	3
O=C1CC(c2ccccc2)CN1S(=O)(=O)c1ccccc1 (configuration not stated)	-2	nt	4	-1	1	0	7
CN1CCN(NC(=O)c2cccc(C(F)(F)F)c2)CC1	nt	-5	nt	10	nt	6	nt
C[C@@H]1CCCCO[C@H](CN(C)Cc2ccccc2)[C@H](C)CN([C@H](C)CO)C(=O)c2cc(NS(=O)(=O)c3ccc(Cl)cc3)ccc2O1	4	6	nt	0	-12[16.7 µM]	12	-3
NC(=O)c1cc(S(=O)(=O)NCCc2ccc(Cl)cc2)cs1	-1	0	-6	15	2	7	2
CCOC(=O)c1cc(C)n(Cc2cccc(OC)c2OC)c1C	4	nt	8	nt	-5	-5	2
CSc1ccc(Cn2c(C)c(C(=O)NCc3ccc4c(c3)OCCO4)sc2=O)cc1	0	nt	22	-3	nt	nt	1
Cn1c(=O)oc2cc(S(=O)(=O)Nc3ccccc3O)ccc21	-3	0	0	1	8	-1	-5
Cc1cc(OC(F)F)ccc1NC(=O)Nc1ccc2c(c1)OCO2	1	-3	1	5	nt	-8	-5
COc1ccc(-n2nnnc2SCC(=O)Nc2ccccc2)cc1	0	nt	nt	nt	4	-1	nt
CO[C@@H]1CN(C)C(=O)c2ccc(NC(C)=O)cc2OC[C@@H](C)N(Cc2cccc(F)c2)C[C@@H]1C	nt	nt	12	nt	15[16.7 µM]	nt	3
COc1ccc2c(C(=O)CN3CCN(c4ccccc4)CC3)c[nH]c2c1	-1	nt	-42	nt	0	8	-3
CCN(CC)CCSc1nc(O)c(-c2ccccc2)c(=O)[nH]1	1	nt	-55	nt	-3	1	-2
CCN(CC)CCN1C(=O)C(O)=C(C(=O)c2cccs2)C1c1ccc(C)o1 (configuration not stated)	-1	nt	8	nt	-2	4	6
CCCNC(=O)N1C[C@H](O)COC[C@@H]2O[C@H](CC(=O)NCCCN3CCOCC3)CC[C@H]21	-1	4	-18	-2	-1[16.7 µM]	-8	4
COc1ccc(OC)c(/C=C/C(=O)Nc2cccc(S(=O)(=O)N3CCCC3)c2)c1	nt	-3	nt	7	nt	-2	nt
Cn1cnnc1SCC(=O)NC1CCCN(Cc2ccccc2F)C1 (configuration not stated)	-1	-7	1	2	-6	-8	-2
CC(CCN1CCC(CN2C(=O)C(=O)NC[C@@H]2Cc2ccccc2)CC1)c1ccccc1 (some centres not stated)	-1	-3	6	-1	-5	-4	-8
O=[N+]([O-])c1cccc(CSc2nnc(Cc3ccccc3)n2-c2ccc(F)cc2)c1	nt	0	nt	0	nt	-4	nt
COc1ccc(-c2cc3nc(-c4ccccc4)cc(N4CCN(C(=O)c5ccsc5)CC4)n3n2)cc1	1	-13	0	6	-4	nt	-1
O=C1C2CCCN2C(c2ccccc2)N1c1ccc(Cl)cc1 (configuration not stated)	1	nt	6	nt	-4	-2	7
COC(=O)CSc1nnc(-c2ccccn2)n1Cc1ccco1	1	0	nt	2	-4	11	nt
COc1cccc(NC(=O)C[C@H]2CC[C@@H]3[C@H](COc4ccc(NC(C)=O)cc4C(=O)N3C)O2)c1	37	2	-6	-3	-3[16.7 µM]	13	2
COc1ccc(/C=N/NC(=O)Nc2cccc3nsnc23)cc1	-2	1	nt	6	10	-6	nt
Cc1ccc(SCCC(=O)OCn2nnc3ccccc3c2=O)cc1	nt	-1	nt	1	nt	2	nt
COc1ccc(CN2CCNC(=O)C2CC(=O)NCCC2=CCCCC2)c(F)c1 (configuration not stated)	1	0	-19	4	-6	1	-1
Cc1cccc(N2CCN(C(=O)/C=C/c3cccs3)CC2)c1C	0	nt	10	nt	-3	5	-40
COc1ccc(S(=O)(=O)N2CCCC2)cc1C(C)C	nt	1	nt	-1	nt	17	nt
O=C(O)c1ccc(-c2noc(-c3ccc(F)cc3)n2)cc1	-4	nt	-11	2	nt	1	11
COc1cccc(C(=O)CN(C(=O)c2ccc(Cl)c(Cl)c2)N2C(=O)C3CCCCC3C2=O)c1 (configuration not stated)	2	nt	8	nt	-5	0	-3
COc1cccc(-c2ncc3ccccc3c2COC(=O)c2ccc(C(C)(C)C)cc2)c1	1	nt	-7	6	-8	-2	2
Cc1ccc(S(=O)(=O)Nc2ccc3c(c2)CC(=O)N([C@@H](C)CO)C[C@@H](C)[C@@H](CN(C)S(=O)(=O)c2ccc(F)cc2)O3)cc1	0	nt	4	nt	-14[16.7 µM]	3	-4
COc1ccc(-c2c(C(C)=O)c(C)nc3sc4c(=O)[nH]nnc4c23)cc1	nt	-1	nt	9	nt	9	nt
CCOC(=O)c1ccc(COC(=O)c2ccc(-c3nnc(-c4ccccc4)o3)cc2)o1	0	nt	10	nt	2	-4	35
CCOc1ccc2nc(NC(=O)CN3C(=O)NC4(CCCC4)C3=O)sc2c1	nt	1	-15	-1	nt	3	38
COCC(=O)N(C)C[C@@H]1[C@@H](c2ccc(-c3ccccc3)cc2)[C@H](CO)N1C(C)=O	-10	0	1	-3	-17[16.7 µM]	4	-2
Cc1ccc(CN2CCN(/N=C/c3ccc(C(=O)O)cc3)CC2)cc1	2	nt	nt	nt	-1	-2	nt
COc1ccc(N=Cc2c[nH][nH]c2=O)cc1	-1	nt	-4	nt	-5	-4	-3
CS(=O)(=O)N1CCN(c2nc(-c3ccc(F)cc3)cs2)CC1	-2	nt	-6	nt	nt	-4	24
CCS(=O)(=O)NCC[C@H]1CC[C@@H](NS(=O)(=O)c2ccccc2C)[C@H](CO)O1	10	2	-1	-2	nt	14	5
O=C(COc1ccccc1)c1cn(CC(=O)N2CCCC2)c2ccccc12	0	-1	-2	-3	1	1	0
O=C(Nc1ccccc1)N1CCCCN2[C@@H](CO)[C@@H](c3ccc(-c4ccccc4F)cc3)[C@@H]2C1	46	1	nt	2	-3[16.7 µM]	-4	nt
CN(C)/C=N/C(=S)Nc1ccccc1	10	nt	-37	?	5	-1	21
O=C(c1ccc(S(=O)(=O)Nc2ccccc2F)cc1)N1CCN(c2ccccn2)CC1	-1	nt	-9	nt	8	2	3
